KDM5B inhibitor: inhibitors of human KDM5B histone demethylase. Q9UGL1. KDM5B demethylase, FDH-coupled NADH fluorescence (FDH is formaldehyde dehydrogenase). Potency, µM (series often up to 57.7 µM), for the others: at the highest dose activity change, negative = inhibition, hits mostly inhibitors. 220,000 compounds, 2.6% hits. AID 1347165; active = well fitted inhibition curve with a large enough effect; inconclusive = small, poorly fitted or top-dose-only effect; inactive = no such curve, though single readings can be large or run the other way; note: 0% is about no effect; nearly all actives have a fitted effect of over 70% in size
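Inhibition is measured as reduced NADH fluorescence generation from FDH coupling to formaldehyde release. Truncated KDM5BΔAP at 200 nM final acts on H3K4me3 peptide (12.5 µM in substrate mix) in pH 7.5 HEPES buffer with Tween-20, 30 min, room temperature.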
Numbers without * were called inactive; ? = inconclusive; [ ] = remark or other dose. Potency is the fitted concentration of half-maximal effect. An excerpt, so the mix of outcomes need not match the whole.

The opening 3 records (preview)
KDM5B inhibitor | SMILES
-26% | O=C1CCN(Cc2ccncc2)CCCC(C(=O)NCCN2CCC(N3CCCCC3)CC2)CCN1 (configuration not stated)
? | CN(C)CCNc1cc(-c2ccc3ccccc3n2)c2cc[nH]c2n1
? | Cc1ccc2c(n1)N(C)[C@H](CO)CCN(Cc1cn(C)c3ccccc13)C2

Results, repeating the preview:
KDM5B inhibitor | SMILES
-26% | O=C1CCN(Cc2ccncc2)CCCC(C(=O)NCCN2CCC(N3CCCCC3)CC2)CCN1 (configuration not stated)
? | CN(C)CCNc1cc(-c2ccc3ccccc3n2)c2cc[nH]c2n1
? | Cc1ccc2c(n1)N(C)[C@H](CO)CCN(Cc1cn(C)c3ccccc13)C2
? | O=C1CO[C@H]2CCN(CCCc3ccccc3)CC[C@@H]2N1c1ccccc1
6% | O=c1[nH]c(CSc2nnc(N3CCCCC3)n2-c2ccccc2)nc2cc(Cl)ccc12
271%[activator] | Cc1cccc(CC(=O)Nc2c(C(=O)Nc3cccc(F)c3)oc3ccccc23)c1
-16% | CN(CC(O)COCC(Cl)CCl)S(=O)(=O)O (configuration not stated)
5% | COc1cc(OC)cc(C(=O)N2CCC(c3n[nH]c(=O)n3-c3ccc(C)cc3)CC2)c1
? | CS(=O)(=O)Nc1ccccc1C(=O)NCC1(N2CCCCC2)CCCCC1
? | COC(=O)COc1ccc2oc(-c3ccc(OC)cc3)cc(=O)c2c1
8% | CS(=O)(=O)Nc1cccc(CNC(=O)CC2CCCCC2)c1
? | COc1ccc(CN2C=C(C(=O)OCc3nc(-c4cccc(F)c4)no3)C(C)=NS2(=O)=O)cc1
-6% | Cc1ccc(-c2csc(N)c2C#N)cc1
3% | Cc1ccccc1NC(=O)CN1C(=O)NC2(CCOCC2)C1=O
16% | CCn1c(C2CCNCC2)nn(Cc2cnn(-c3ccccc3F)c2)c1=O
? | COCC1CN(C)CC12CCN(Cc1ccsc1)CC2 (configuration not stated)

As a working copy, part of the list above:
KDM5B inhibitor | SMILES
3% | Cc1ccccc1NC(=O)CN1C(=O)NC2(CCOCC2)C1=O
16% | CCn1c(C2CCNCC2)nn(Cc2cnn(-c3ccccc3F)c2)c1=O
? | COCC1CN(C)CC12CCN(Cc1ccsc1)CC2 (configuration not stated)

(listing goes on)
KDM5B inhibitor | SMILES
-8% | CCCCn1c(CCCNC(=O)c2ccco2)nc2ccccc21
16% | O=C1NC2(CCCCC2)N(C(=O)c2ccccc2Cl)C2=C1CCCC2
11% | CCCCNC(=O)CC(c1cccc([N+](=O)[O-])c1)c1c[nH]c2ccccc12 (configuration not stated)
24% | COC(=O)C(NC(=O)Nc1ccccc1)C12CC3CC(CC(C3)C1)C2 (configuration not stated)
12% | CCOC(=O)c1cn(C2CN(S(=O)(=O)c3ccc(F)cc3F)C2)nn1
8%[149 µM] | O=C(C1CCCC1)N1CCn2c(nnc2C2CCCNC2)C1 (configuration not stated)
-12% | Cc1noc2ncnc(N3CCN(Cc4ccc(F)c(F)c4)C(CCO)C3)c12 (configuration not stated)
? | Cc1nc(-c2cccnc2)sc1CCNS(=O)(=O)c1ccc(Cl)s1
14% | CCOc1cc(C(=O)OCC(N)=O)cc(OCC)c1OCC
-21% | O=C1CCN(C(=O)[C@H](Cc2ccccc2)NC(=O)C2CCC2)CCCOCCN1
-12% | COc1ccc(S(=O)(=O)NCCc2cn3ccsc3n2)cc1
-9% | O=C(Nc1cccc(Cl)c1Cl)c1cc(S(=O)(=O)N2CCCCC2)ccc1F
-17% | Cc1ccccc1C(=O)N1CCC2(CC1)NC(=O)N(c1ccccc1)N2
-29% | CCOc1ccccc1NC(=O)COc1ccccc1C(=O)c1cc(C#N)c(=O)n(C2CCCCC2)c1
8% | Cc1ccc(C(=O)N/N=C/c2ccncc2)s1
13% | Cc1ccc(S(=O)(=O)N(C)C)cc1NC(=O)c1nn(Cc2ccccc2)c(=O)c2ccccc12

Part of the list above, field by field:
> O=C1CCN(C(=O)[C@H](Cc2ccccc2)NC(=O)C2CCC2)CCCOCCN1
  KDM5B inhibitor: -21%
> COc1ccc(S(=O)(=O)NCCc2cn3ccsc3n2)cc1
  KDM5B inhibitor: -12%
> O=C(Nc1cccc(Cl)c1Cl)c1cc(S(=O)(=O)N2CCCCC2)ccc1F
  KDM5B inhibitor: -9%
> Cc1ccccc1C(=O)N1CCC2(CC1)NC(=O)N(c1ccccc1)N2
  KDM5B inhibitor: -17%

(listing goes on)
KDM5B inhibitor | SMILES
-8% | O=C(Nc1c(F)cccc1F)c1cc(-c2ccccn2)nc2ccccc12
-22% | Cc1oc2cc3o/c(=N/O)c4c(c3cc2c1C)CCC4
8%[86.2 µM] | CC(C)(C)c1cc(C[C@@H]2C[C@H](NC3CCOCC3)C2(C)C)no1
6% | Cc1cccc(NC(=O)c2nn(C(C)C)c(=O)c3ccccc23)c1C
20% | Cc1ccccc1-c1nc(-c2ccc(Br)cc2)no1
? | Cc1ccc(-c2cc(C(F)F)n3ncc(C(=O)N4CCCCC4c4cccnc4)c3n2)cc1 (configuration not stated)
-2% | CCOc1ccc(Cn2c(Oc3ccc(F)cc3)nc3c2c(=O)n(C)c(=O)n3C)cc1OCC
56%[activator] | COc1cc(NC(=O)C[C@H]2NC(=O)c3ccccc3NC2=O)ccc1-n1nc(C)cc1C
? | CCc1nc2ccccc2n1CCCCOc1ccccc1C
? | COCCN1Cc2ccc(Nc3cccnc3)nc2C(C)(C(=O)Nc2cccc(OC)c2)C1 (configuration not stated)
17% | Cc1ccc(NC(=O)COc2ccc(C(=O)c3ccccc3)cc2)c(O)c1
-1% | Cc1ccc(N=C2NN=C(c3c[nH]c(C(=O)N4CCCC4)c3)CS2)cc1C
-10% | COC(=O)CCC(=O)c1cc(OC)ccc1OC
-8% | CN(CCN1CCOCC1)C(=O)c1cc(COc2cccc(F)c2)[nH]n1
13% | COC(=O)c1cccc(OCC(O)CN(C)C(C)c2cccs2)c1 (configuration not stated)
? | N#CC1=C(N)Oc2c(c(=O)[nH]c3ccccc23)C1c1cccc(Cl)c1Cl (configuration not stated)
-10% | N#C/C=C/N1CCC(Cc2ccccc2)CC1
8%[115 µM] | COc1cccc(N2C(=O)NC(=NC3CCCCC3)C23CCCN([S+](=O)([O-])c2ccccc2)C3)c1 (configuration not stated)
-29% | Cc1cccc(CNC(=O)CCn2c(=O)c3cccn3c3ccc(F)cc32)c1
-5% | COc1cccc2c1Oc1c(c(=O)n(-c3ccccc3)n1CC(=O)Nc1ccc(F)c(Cl)c1)C2
14% | Cc1ccc(C(=O)N2CCC3(CC2)N(C)C(=O)CS3(=O)=O)s1
-36% | COc1ccc(Cc2nnc(N/N=C(\C)c3ccccc3)[nH]c2=O)cc1OC
14% | O=C1CSC2(C(=O)Nc3ccccc32)N1c1ccc(F)cc1 (configuration not stated)
-35%[86.2 µM] | Cc1csc(NC(=O)c2nc3c(o2)CCN(Cc2ccccc2)CC3)n1
-26%[86.2 µM] | Cc1noc(C)c1-c1cc2c(cc(C)n2C)c(Nc2ccncn2)n1
-11% | CCN(CCC(F)(F)F)C(=O)NCc1cccc2cccnc12
-8% | COc1ccc(Cc2nnc3n2N(C(C)=O)C(c2ccccc2)=C(C(C)=O)S3)cc1
-31% | COc1ccc(S(=O)(=O)N2CCN(Cc3nc4ccc(C)cc4o3)CC2)cc1
-9% | CCOC(=O)c1c(C)[nH]c(C(=O)COC(=O)/C=C/c2ccc(OCC#N)c(OC)c2)c1C
? | CCNC(=O)[C@@H]1C[C@@H](NC(=O)Cn2nc(C)cc2N)CN1C1CCOCC1
10% | CCCCn1cc(S(=O)(=O)c2ccccc2)c(=O)c2cc(F)c(N3CCC(C)CC3)cc21
45%[activator] | Cc1ccc(C(=O)N/N=C/c2ccc(-c3cccc(Cl)c3)o2)cn1
-5% | CS(=O)(=O)c1cccc(C(=O)NCc2coc(-c3cccs3)n2)c1
-18% | FC(F)(F)c1ccc(/C=N/Nc2cc(C(F)(F)F)ccc2Cl)cc1
? | COc1ccccc1CNC(=O)c1cc2ccc3ccc(C)[nH]c3c2n1
15% | Cc1c(NC(=O)NCc2ccccc2)cccc1C(N)=O
? | COc1ccc(-c2nc3cc(C)ccc3cc2CN2CCC[C@H]2C(N)=O)cc1OC
? | O=C(NCc1ccccc1)c1ccc(CSc2nc3cccnc3n2Cc2ccccc2)cc1
0% | COCCN1CCC2(CCC1=O)CCN(C(=O)CCn1nc(C)cc1C)CC2
? | CCOc1ccc(-c2nc(C#N)c(NCc3ccco3)o2)cc1
13% | CCn1nc(C(=O)N(C)c2cc(F)ccc2F)c2ccccc2c1=O
-4% | CCc1noc([C@@H]2CC(F)(F)CN2C(=O)Cn2nc(C)cc2C)n1
-17% | COc1ccc(Cl)cc1NC(=O)C1CCN(S(=O)(=O)c2ccc(F)cc2)CC1
-3% | CCCNC(=O)c1c(OCC2CC2)cc(=O)n2c1CCOCC2
-6% | CCOC(=O)c1cnc2c(OC)cccc2c1Nc1cccc(O)c1
? | COc1cccc(-c2ccc(CN3C4CCC3CN(C(=O)Nc3ccccc3F)C4)cc2)c1
? | COc1ccc(C(=O)Nc2nnc(C(C)C)s2)cc1OC
-6% | O=C([C@@H]1C[C@H](Oc2cccnc2)CN1S(=O)(=O)c1cccc(F)c1)N1CCCC1
? | CCOC(=O)C1CCCCN1C(=O)c1c(C)oc2c1CN(Cc1cccc(F)c1)CC2 (configuration not stated)
-13%[86.2 µM] | CC(C)(Oc1nn(CCN2CCOCC2)c2ccccc12)C(=O)NCCc1ccccc1
20% | CCN(CC)C1CCN(C(=O)c2cc(COc3ccc(F)cc3Cl)on2)C1 (configuration not stated)
-15% | COc1ccc(-c2nn(CC(=O)NC3CCCC3)c3c2cnc2ccc(F)cc23)cc1
? | Cn1c(C(=O)Nc2ccc(N3CCOCC3)cc2)cc2c1CCN(Cc1ccccc1)C2
3% | O=C(NCc1ccccc1)C(=O)Nc1ccc2nc3n(c(=O)c2c1)CCCCC3
-4%[86.2 µM] | O=C(O)c1ccc(CN2C[C@H](O)C[C@H]2c2nc(-c3cccc([N+](=O)[O-])c3)no2)cc1
27% | CC(C)(C)c1ccc(C(=O)NCc2nnc(SCC(=O)NCC3CCCO3)o2)cc1 (configuration not stated)

Additional structures
KDM5B inhibitor | SMILES
? | O=[S+]([O-])(c1ccc(Br)cc1)c1nnn2c1nc(N1CCCCC1)c1ccccc12
22% | Cc1cc(NC(=O)CSc2c[nH]c3ccccc23)no1
43%[activator] | COc1cccc(OCc2cc(C(=O)N3CCCCC3c3cccnc3)n[nH]2)c1 (configuration not stated)
? | CCS(=O)(=O)N1CCc2cc(C(=O)N3CCN(c4ccccc4OC)CC3)ccc21
6% | CNC(=O)N1CCC(c2nc(CCOc3ccc(F)cc3)no2)C1 (configuration not stated)
-7% | CC(Sc1nc(-c2cccs2)nc2ccccc12)C(=O)NC(C)(C)C (configuration not stated)
-14% | Cc1nn(CC(=O)N2CCCCC2C)c(C)c1S(=O)(=O)NC(C)(C)C (configuration not stated)
-11% | COCCn1c(CCC(=O)Nc2cc(F)ccc2C)nc2c1c(=O)[nH]c(=O)n2CC(C)C
14% | CC(Sc1n[nH]c(-c2ccccc2)n1)c1nc(C(C)(C)C)no1 (configuration not stated)
-3% | COC(=O)c1cc(S(=O)(=O)N(C)CC(=O)N2CCN(c3cc(Cl)ccc3C)CC2)cn1C
19% | O=C(Nc1ccc(Cl)cc1)c1ccc2oc(=O)n(Cc3ccccc3)c2c1
-16% | O=c1c2oc3ccccc3c2n(Cc2ccccc2F)c(=O)n1Cc1ccccc1
? | COCCn1c(C)cc(O)c(C(c2ccc(C)cc2)N2CCCCC2)c1=O (configuration not stated)
-1%[149 µM] | COc1ccc(OC2CN(Cc3ccccc3)C2)cc1
? | Cc1c(C(=O)NCc2ccc(Cl)cc2)oc2ccc3c(c12)C(=O)CC(C)(C)O3
? | N#Cc1ccccc1CN1CCCCCNC(=O)[C@@H]2CCC[C@@H]21

Four entries out of the list above, ordered by the value under KDM5B inhibitor, low to high.
structure,KDM5B inhibitor
O=c1c2oc3ccccc3c2n(Cc2ccccc2F)c(=O)n1Cc1ccccc1,-16%
COC(=O)c1cc(S(=O)(=O)N(C)CC(=O)N2CCN(c3cc(Cl)ccc3C)CC2)cn1C,-3%
CC(Sc1n[nH]c(-c2ccccc2)n1)c1nc(C(C)(C)C)no1 (configuration not stated),14%
O=C(Nc1ccc(Cl)cc1)c1ccc2oc(=O)n(Cc3ccccc3)c2c1,19%

Next structures:
KDM5B inhibitor | SMILES
? | O=C(Cn1c(=O)n(Cc2ccc3c(c2)OCO3)c(=O)c2ccccc21)Nc1cccc(Cl)c1
? | CCc1ccc(NCc2cc3cc4c(cc3n(CC(=O)Nc3ccc(F)cc3)c2=O)OCCO4)cc1
7% | COc1cccc(CCC(=O)N2CCCCCC2CN2CCC(OC)CC2)c1 (configuration not stated)
3% | CS(=O)(=O)N1CCCN(C(=O)C2CCOCC2)CCNC(=O)CC1c1ccccc1 (configuration not stated)
-10% | COc1cccc(CNC(=O)C(c2ccccc2)c2ccccc2)c1
? | CCN1CCC(NCc2cccnc2N2CCN(c3ccccn3)CC2)CC1
-4% | CCCCc1cc(=O)oc2cc(C)c3c(C(C)(C)C)coc3c12
5% | CCOc1ccc(-n2nc(C(=O)NCCCN3CCN(CC)CC3)c3ccccc3c2=O)cc1
5% | O=C(Cc1cccc(Cl)c1)N1CCC(c2nn(Cc3ccccc3)c(=O)[nH]2)CC1
-27% | COc1ccccc1N1CCN(c2ncnc3c2cnn3-c2cc(Cl)ccc2C)CC1
? | O=C(O)c1cc2ccc(OCc3ccccc3)cc2[nH]1

From PubChem
